Assay outcomes: PubChem BioAssay, several laboratories
PTPN22 act = activators of human LYP (PTPN22) phosphatase. activation, % at 2 µM. AID 697. recombinant LYP, DiFMUP fluorescence; 0 = plate median, 100 = signal doubled. Q9Y2R2. 0.11% of 96,000 active;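 active means activation at 2 µM above a set limit, the mean plus 5 SD, cut at about 37% in these data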
CYP2C9 act = activators of human CYP2C9; P11712; recombinant CYP2C9, luciferin-H conversion, luminescence; stronger effect = higher value; factor 1 = untreated enzyme, 0 = blocked; activation factor at 5 µM; 1.4% of 96,000 active;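 active means activation factor of 2 or more for CYP2C9 at a 5 µM dose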;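 further: 0 = sulfaphenazole-blocked wells and 1 = vehicle-only wells; values of inactives mirror those of a sister screen read the other way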
Target sequence (P11712 whole entry, looked up): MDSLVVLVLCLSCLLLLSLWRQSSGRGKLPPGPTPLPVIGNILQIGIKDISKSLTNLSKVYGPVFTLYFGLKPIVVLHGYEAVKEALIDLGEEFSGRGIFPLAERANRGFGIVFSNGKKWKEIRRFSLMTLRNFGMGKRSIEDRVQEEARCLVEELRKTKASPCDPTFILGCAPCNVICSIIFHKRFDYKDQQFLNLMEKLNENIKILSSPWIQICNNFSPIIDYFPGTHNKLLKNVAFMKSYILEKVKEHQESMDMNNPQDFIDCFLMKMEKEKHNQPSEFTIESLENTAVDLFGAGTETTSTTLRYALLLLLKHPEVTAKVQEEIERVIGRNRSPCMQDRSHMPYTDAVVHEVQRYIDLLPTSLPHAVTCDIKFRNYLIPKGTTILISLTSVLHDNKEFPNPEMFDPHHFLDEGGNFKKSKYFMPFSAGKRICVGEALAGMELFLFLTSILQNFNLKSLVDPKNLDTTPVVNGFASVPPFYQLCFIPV
hDAT+cocaine = changed human dopamine transporter uptake under cocaine IC80. B-score at 10 µM. LLC-PK1 hDAT cells, [14C]-dopamine uptake with cocaine IC80; actives deviate in either direction. 1.3% of 110,000 active. AID 449768. Q01959;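 active means Z score or B-score, a plate-position-corrected score, falls beyond the plate's 99.7% confidence bounds, in either direction; inactive means both scores lie inside the 99.7% bounds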;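 further: scored against the spread of the other compound wells on the same plate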
Pyk2 oligo antag = blocks oligomerization of human Pyk2 in cells; z-score (the deposit names both 25 µM and 10 µM); 0.83% of 99,000 active; Q293 cells, Pyk2 FERM NanoBiT luminescence; stronger effect = lower value; Q14289;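 active means Z-score of -3 or lower, scaled per plate to the spread of control and sample wells; inactive means z-score above -3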;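 further: negative z-score means lost luminescence so less FERM oligomerization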
CYP2C9 inh = inhibitors of human CYP2C9; CYP2C9 Supersomes, luciferin-H conversion, luminescence; inhibition, % at 5 µM; 20% of 96,000 active; P11712; AID 777;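 active means blocking of liver enzyme CYP2C9 beyond about 50% at 5 µM, limit read from the data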; further: values of inactives mirror those of a sister screen read the other way
PostGolgi yeast = growth inhibition of a yeast mutant, post-Golgi transport screen | 0.9% of 98,000 active | post-Golgi transport phenotypic cell assay | AID 739 | inhibition, % at 10 µM;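 further: yeast cells grown in 1536-well plates; yeast grown about 18 h at 30C before absorbance read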
Ecoli WT expand = blocks growth of wild type E. coli BW25113. AID 710. growth inhibition, % at 100 µM. 0.15% of 98,000 active. OD600 absorbance;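 active means growth inhibition above about 50% at one test dose, limit read from the data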;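 further: growth measured after 20 h incubation at 37 °C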
PostGolgi ctrl = yeast control strain growth, post-Golgi counter-screen; efflux-deficient yeast background strain, growth absorbance A615, 16 h; inhibition, % at 10 µM; 5% of 98,000 active; AID 738
PTPN22 inh 2 = blocks human PTPN22 phosphatase activity; inhibition, % at 2 µM; recombinant LYP catalytic domain, DiFMUP fluorescence; AID 640; 0.21% of 96,000 active;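 active means inhibition at 2 µM at or above a set limit, the screen mean plus 3 SD, cut at about 24% in these data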;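 further: 0% = DMSO with enzyme and 100% = enzyme fully blocked by orthovanadate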
Numbers without * were called inactive; nt = not tested or not shown. Unless noted, no stated cut-off is given here; in the data, active means inhibition above about 30%; inactive means the rest.

SMILES	PTPN22 act	CYP2C9 act	hDAT+cocaine	Pyk2 oligo antag	CYP2C9 inh	PostGolgi yeast	Ecoli WT expand	PostGolgi ctrl	PTPN22 inh 2
COc1ccc(NC(=O)NS(=O)(=O)c2ccc(C)cc2)c(OC)c1	11	0.1	-0.18	-1.4	92*	-3	-5	-4	-12
O=C(CN1CCOCC1)Nc1ccc(OCc2ccccc2)cc1	-2	0.6	-0.24	0.1	44	4	1	4	3
CC(C)(O)C#Cc1ccc(C(=O)N2CCC(C(N)=O)(N3CCCCC3)CC2)cc1	nt	0.7	-0.0096	0.67	28	1	3	9	nt
CCOC(=O)c1[nH]c(C)c(C(=O)OCC(=O)NC(=O)NC(C)(C)C)c1C	1	0.6	-0.072	-0.85	42	21	-6	-3	-3
O=C(O)C1CCCN1C(=O)c1cccs1 (centres undefined)	0	nt	-0.35	0.93	nt	-1	-9	7	-3
COc1ccc(CCNc2oc(-c3ccccc3OC)nc2C#N)cc1OC	-5	0.3	4.6*	-0.31	72*	18	5	-5	5
c1ccc2c(COn3nnc4ccccc43)cccc2c1	-2	0.3	0.88	0.04	70*	-5	1	14	4
COc1cc2c(C(=O)O)c(C)n(CC(C)C)c2c2ccccc12	-1	1	nt	-0.22	3	19	-2	33*	1
CCCn1c(SCC(=O)NCCc2ccc(OC)c(OC)c2)nc2c1c(=O)n(C)c(=O)n2C	-8	0.8	-1.1	0.56	20	21	3	-1	7
O=C(Nc1ncc2c(n1)-c1ccccc1OC2)c1ccc(Cl)cc1Cl	-11	1	-0.24	-0.31	0	-2	-4	2	14
O=C(c1cccs1)N1CCN(Cc2nc3ccccc3c(=O)[nH]2)CC1	5	1	0.37	0.99	2	0	4	1	-4
CCc1nnc(NC(=O)CCC(=O)N2CCN(Cc3cc(F)ccc3OC)CC2)s1	4	1	0.63	1.8	2	7	1	-1	-4
COc1ccc(S(=O)(=O)N/N=C\c2ccc(OC)c(COc3ccc(C)cc3[N+](=O)[O-])c2)cc1	-23	nt	1.2	-0.37	nt	nt	nt	nt	23
Cc1onc(-c2c(Cl)cccc2Cl)c1C(=O)Nc1ccc2c(c1)OCCO2	-15	0.1	0	-1.5	88*	-12	-15	6	15
Cc1nnsc1C(=O)Nc1cc(Cl)ccc1Cl	-6	nt	-1.2	0.17	nt	nt	nt	nt	6
COc1ccc(N(CC(=O)NCCSc2ccccn2)S(C)(=O)=O)cc1	-7	0.6	0.54	0.3	41	7	5	-3	8
CN(C)C(=O)Cn1c(SCC(=O)NCc2ccc3c(c2)OCO3)nc2ccccc21	-8	nt	-0.96	1.3	nt	nt	nt	nt	7
CCOc1cc(/C=N/NC(=O)Cn2nc([N+](=O)[O-])cc2C)ccc1OCc1ccc(F)cc1	-8	0.8	-0.058	1.3	17	-21	-2	-9	10
COc1cc2[nH]c(=O)n3nc(-c4ccccc4)nc3c2cc1OC	nt	nt	-0.49	-1	nt	2	-12	5	nt
O=C(CSc1nnnn1Cc1ccccc1)NCCc1ccccc1	nt	0.7	0.26	-0.01	33	-5	4	-1	nt
CCOC(=O)C1=C(C)Nc2nnnn2C1c1cccnc1 (centres undefined)	14	0.9	0.13	-0.52	9	4	-10	24	-9
CCOC(=O)c1c(NC(=O)CN2CCOCC2)sc2c1CCCC2	nt	0	1.5	-0.39	100*	nt	nt	nt	nt
CCCCC(c1nnnn1CC1CCCO1)N1CCN(c2cc(Cl)ccc2C)CC1 (centres undefined)	-14	0.1	-0.39	-1.9	90*	1	-23	31*	12
Cc1ccc(SCC(=O)NCCN2C(=O)CSC2=O)c(C)c1	3	nt	0.19	-0.97	nt	3	-1	4	1
N#C/C(=C(/O)CN1CCOCC1)c1nc2ccccc2s1	-10	1	0.26	0.01	-4	28	-3	-7	11
COc1ccc(Cc2nnc(SCC(=O)NC(C)c3ccccc3)o2)cc1 (centres undefined)	-6	0.9	-0.5	0.31	12	12	15	-7	5
Cc1csc2ncc(C(=O)NCc3ccccc3Cl)c(=O)n12	nt	nt	1	nt	nt	9	2	5	nt
Cc1ccc(NC(=O)CSC(N)=O)cc1Cl	10	0.6	-0.31	0.21	42	7	-6	5	-10
CCOC(=O)Nc1nnc(-c2ccc(OC)c(OC)c2)s1	-3	1.3	0.6	-0.32	-28	20	0	0	-1
Cc1c(Cl)cccc1Nc1nc(N)nc(CSCCO)n1	8	nt	-0.1	-0.28	nt	11	3	4	-4
COCc1cc(=O)[nH]c(/N=C(\N)Nc2ccccc2C)n1	1	1	-0.66	0.55	-1	2	-1	-3	-2
Cc1nc2oc3c(NCc4ccccc4)ncnc3c2c2c1COC(C)(C)C2	-8	0.7	nt	-0.88	31	4	0	20	8
CCOC(=O)c1sc(NS(=O)(=O)c2ccccc2)nc1C	5	0.2	0.28	-0.07	81*	1	-3	16	-2
CCN1C(=O)C2(C(C(=O)c3ccc(C)o3)=C(O)C(=O)N2CCCN2CCOCC2)c2ccccc21 (centres undefined)	nt	1.2	1.4	0	-22	-5	13	-10	nt
COc1ccc(CNC(=O)c2c(O)c3cccc4c3n(c2=O)CCC4)cc1OC	nt	0.5	-0.12	2.1	48	-3	-8	-10	nt
O=[N+]([O-])c1ccc(Cl)cc1Sc1nc2ccccc2o1	2	nt	-1.2	0.45	nt	nt	nt	nt	-3
O=C(NCc1cccs1)C1CCCN(S(=O)(=O)c2cccc3cccnc23)C1 (centres undefined)	16	4.2*	0.43	nt	-322	2	-7	-7	-19
OC(C#CCN1CCCCC1)c1ccccc1 (centres undefined)	-9	1	-1.5	-0.03	-1	-8	8	-2	9
O=C(Cn1nc(Cc2cccnc2)c2ccccc2c1=O)N1CCN(C(=O)c2ccco2)CC1	nt	0.5	0.0014	nt	50	-9	6	9	nt
NC(=O)c1cc(N2C(=O)C=CC2=O)ccc1Cl	-10	1.6	0.22	-0.11	-56	-4	6	4	13
CSc1nc(-c2ccco2)nn1C(=O)c1ccc(Cl)cc1	2	1.1	nt	nt	-5	6	-5	2	-3
CCOCCn1c(-c2ccc(OC)cc2)nc2ccccc21	-1	0.7	0.08	nt	34	6	-12	1	-2
COc1ccc(OC)c(-n2c(SCC(=O)N3CCc4ccccc43)nc3c(c2=O)SCC3)c1	nt	nt	3.2*	nt	nt	9	-15	41*	nt
COc1ccc(-c2nnc(SCC(=O)Nc3ncc(C)s3)n2-c2ccccc2)cc1OC	4	0.5	1.3	-0.66	51*	-8	-21	-1	-7
CCOC(=O)N1CCN(c2ccc(S(=O)(=O)N(Cc3ccccc3)Cc3ccccc3)cn2)CC1	-18	0.5	0.51	-0.73	48	34*	4	-4	17
O=C(CCN1CCOCC1)Nc1ccc2c(c1)N(C(=O)CN1CCOCC1)c1ccccc1CC2	nt	1	0.51	1	-5	-2	6	1	nt
Cc1sc2nc(C3CC3)nc(SCC(=O)NCc3ccco3)c2c1C	-3	0.7	-0.062	-0.74	32	11	0	20	2
Cc1ccc(-c2nn3c(C)nnc3s2)cc1NC(=O)C(C)C	10	0.9	-0.94	nt	11	-10	1	-1	-14
CCOc1ccccc1NC(=O)C1CCN(S(=O)(=O)c2c(C)nn(C)c2C)CC1	2	1.3	-0.38	nt	-31	0	2	0	-5
CN1C(=O)CS(=O)c2ccc(C(=O)NC3CC3)cc21 (centres undefined)	0	0.6	-0.85	nt	39	4	-10	1	-3
Continuation:
SMILES	PTPN22 act	CYP2C9 act	hDAT+cocaine	Pyk2 oligo antag	CYP2C9 inh	PostGolgi yeast	Ecoli WT expand	PostGolgi ctrl	PTPN22 inh 2
O=[N+]([O-])c1ccc(Sc2nc3ccccc3o2)c([N+](=O)[O-])c1	4	1	-0.12	-0.59	0	5	23	91*	-4
O=C(c1cccc(F)c1)N1CCN(Cc2ccco2)CC1	2	0.9	-0.12	1	10	-9	4	5	-2
O=S(=O)(c1ccccc1)c1nc(-c2ccccc2)oc1NCc1cccnc1	11	0.9	-0.17	1.3	11	-3	-5	-5	-12
O=C(CN1C(=O)CSc2ccccc21)Nc1ccc2c(c1)OCCO2	5	2.2*	-0.67	-2.1	-118	2	-1	0	-3
O=C(c1ccc(C(=O)N2CCCc3ccccc32)nc1)N1CCCc2ccccc21	nt	0.9	0.13	0.96	11	nt	nt	nt	nt
CC(=O)Nc1nnc(SCC(=O)NCCOc2ccccc2)s1	0	1	-8*	0.72	1	5	-2	51*	-2
Cn1c(Sc2ccc(C(F)(F)F)cc2[N+](=O)[O-])nnc1-c1ccccc1	-2	2*	1.3	0.86	-100	-5	13	2	2
CCOc1ccc(NC(=O)c2nn(C)cc2Br)cc1	3	2.1*	-0.6	0.26	-112	-9	5	5	-4
COc1ccc(O)c(/C=N/c2sc(C)c(C)c2C#N)c1	-2	1	0.54	0.26	-2	9	2	8	3
CCCCCCC1/C(=N/O)CCC1C(=O)OC (centres undefined)	10	0.6	0.38	0.71	44	9	0	8	-13
Cn1c(/C=C/N2CCOCC2)c(C(=O)c2ccc(Br)cc2)c(=O)n(C)c1=O	-5	1.2	0.011	-0.1	-24	13	-1	4	3
Cc1cccc(-n2c(SCCC(=O)O)nnc2-c2cccs2)c1C	1	1.2	0.74	0.81	-19	1	1	-2	-3
O=c1[nH]c2ccccc2nc1C(F)(F)C(F)F	-9	0.9	-0.88	-0.07	6	0	3	4	8
CC(C)(C)c1[nH]nc2c1C(c1ccoc1)C(C#N)=C(N)O2 (centres undefined)	3	0.9	0.12	-0.03	11	3	17	-1	-3
CCOC(=O)N1CCC(N2CC34C=CC(O3)C(C(=O)Nc3ccc(C(C)C)cc3)C4C2=O)CC1 (centres undefined)	11	0.2	-1.3	nt	76*	0	8	nt	-11
Cc1ccc(S(=O)(=O)C(C#N)c2nc3ccccc3nc2N2CCC(C)CC2)cc1 (centres undefined)	nt	0.8	-1.8	0.45	24	-5	-4	5	nt
O=C(NC1CCS(=O)(=O)C1)c1ccc(S(=O)(=O)NCC2CCCO2)cc1 (centres undefined)	-4	1.1	-0.22	0.45	-7	-19	2	22	4
COc1ccc(OCc2nnc(SCC(=O)O)n2N)cc1	-8	1.1	-0.76	-0.83	-9	4	4	-1	6
COc1ccccc1NC(=S)NNC(=O)c1nn(C)cc1Cl	9	0.9	-0.15	0.8	7	0	13	6	-5
Cc1cc(C(F)(F)F)nn1CC(=O)NCC1CCCO1 (centres undefined)	nt	1.1	-0.12	0.34	-6	-3	0	10	nt
CC(=O)Nc1ccc2nc(-c3ccccn3)[nH]c2c1	-4	0.7	-0.58	-0.64	29	7	5	11	2
Cn1c(N2CCN(c3ccccn3)CC2)nc2c1c(=O)n(Cc1ccccc1Cl)c(=O)n2C	8	nt	0.0011	0.29	nt	nt	nt	nt	-8
CC(=O)c1c(N2CCCCC2)nc(=O)n(-c2ccccc2)c1C	-2	1.1	nt	1.3	-8	9	4	2	0
Cc1noc(C)c1CSc1nnc2sc3ccccc3n12	9	1	-0.054	0.56	2	-1	-4	-2	-13
COc1ccc(CNC(=O)CN(CC2CCCO2)C(=O)CNS(=O)(=O)c2ccc(C)cc2)cc1 (centres undefined)	5	0.9	1	0.31	7	5	-9	-3	-7
CNCC(O)COc1ccccc1 (centres undefined)	-1	0.9	-0.61	1.6	6	8	2	5	1
CNC(=O)c1nnc(Cc2ccc(Cl)cc2)o1	-1	0.9	-0.55	nt	5	5	7	7	-2
CC(=O)C(Sc1nc(NC(C)(C)C)nc(N(C)C)n1)C(C)=O	nt	0.9	-1.9	-0.76	13	-3	14	14	nt
CC(=O)N1CCN(c2ccccc2NC(=O)c2cc(Br)ccc2Cl)CC1	-12	0.4	1.5	1.6	59*	0	-6	17	12
CCOc1ccc(NC(=O)N(CCN(C)C)C(C)c2ccncc2)cc1 (centres undefined)	7	0.9	0.57	nt	14	-5	0	2	-10
